Assay outcomes from PubChem.
XBP1 UPR activ – activators of adaptive arm of unfolded protein response (XBP1); CHO-XBP1 luciferase reporter, IRE1-XBP1 UPR activation, luminescence; percent of tunicamycin response, DMSO as zero; activation, % at 20 µM; AID 463104; 330,000 tested, 0.33% active;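 active = versus positive control, 20 µM dose yields 30% or more activation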;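 also: 100% = tunicamycin at 10 µg/mL and 0% = DMSO only wells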
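assay system = CHO-XBP1 luciferase reporter cells | amount = 1000 cells/well | buffer or medium = F12 plus 10% FBS | compound dosing = single point, 20 µM final compound, 1% DMSO | incubation = 16-18 h cell attachment at 37 °C, then 6 h compound exposure | detection = Steady-Glo luminescence read | controls = tunicamycin 10 µg/mL and vehicle-only wells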
697 NFkB inh – lowers PMA/ionomycin-induced NF-kB signal in 697 B cells. 330,000 tested, 0.33% active. 697 B-cell NF-kB luciferase reporter, 16 h. inhibition, % at 4 µM; in the data active = inhibition above about 35%
APJ antagonist – antagonists of human APJ apelin receptor. P35414. AID 2521. CHO-K1 APJ beta-arrestin complementation, luminescence. inhibition, % at 20 µM. 330,000 tested, 0.32% active;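 active = inhibition above about 40% at 20 µM, limit read from the data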;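 also: cells challenged with 10 nM apelin-13 agonist together with compound; plate controls were apelin-13 plus DMSO wells for no effect and DMSO wells lacking apelin-13 for full effect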
Target sequence (P35414 whole entry, looked up): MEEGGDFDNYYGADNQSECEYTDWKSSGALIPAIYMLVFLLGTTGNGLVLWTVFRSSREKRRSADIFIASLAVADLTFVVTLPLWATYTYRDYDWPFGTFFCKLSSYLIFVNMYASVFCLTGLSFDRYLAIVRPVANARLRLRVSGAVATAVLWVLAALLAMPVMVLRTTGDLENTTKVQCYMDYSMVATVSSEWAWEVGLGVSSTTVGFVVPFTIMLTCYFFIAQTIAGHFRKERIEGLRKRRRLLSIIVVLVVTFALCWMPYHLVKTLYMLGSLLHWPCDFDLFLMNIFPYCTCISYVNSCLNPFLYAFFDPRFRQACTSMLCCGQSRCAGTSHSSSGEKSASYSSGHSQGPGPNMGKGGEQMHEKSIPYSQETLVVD
tim23-1 inh – inhibits growth of tim23-1 mutant yeast. AID 463212. inhibition, % at 20 µM. 330,000 tested, 1.3% active. S. cerevisiae tim23-1 growth, BacTiter-Glo luminescence, 24 h;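 active = growth inhibition of the mutant yeast at or above 50%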;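 also: temperature-sensitive mutant grown at 25 °C; plate controls were DMSO-treated mutant yeast for no effect and medium wells lacking yeast for full effect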
Mdm2-MdmX inh – disrupts the human Mdm2-MdmX interaction; SaOS-2 split-luciferase Mdm2/MdmX complementation, luminescence; inhibition, % at 8 µM; 330,000 tested, 3% active;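 active = inhibition of at least 50% at 8 µM in the primary screen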
Jurkat NFkB inh – inhibitors of the PMA/ionomycin-induced NF-kB reporter in Jurkat cells; PMA/ionomycin-induced NF-kB luciferase reporter, luminescence; inhibition, % at 4 µM; 330,000 tested, 0.53% active; AID 435003; in the data active = inhibition above about 50%
CHOP UPR activ – activators of apoptotic arm of unfolded protein response (CHOP); CHO-CHOP luciferase reporter, UPR activation, luminescence; percent of tunicamycin response over DMSO baseline; activation, % at 10 µM; 330,000 tested, 0.34% active; AID 449763;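 active = at 10 µM dose, activation of 40% or more, normalized to positive control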;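 also: 100% = tunicamycin at 10 µg/mL and 0% = DMSO alone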
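Assay system: CHO cells with stable CHOP pathway luciferase reporter; Buffer or medium: F12 plus 10% serum; Times: 16-18 h cell attachment, then 6 h compound exposure, 37 °C; Signal: luciferase luminescence; Read-out basis: percent activation relative to tunicamycin control; Control set: tunicamycin high control, DMSO low control.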
APJ agonist – agonists of human APJ apelin receptor. P35414. CHO-K1 APJ PathHunter beta-arrestin, luminescence; 0% DMSO wells, 100% apelin. activation, % at 20 µM. 330,000 tested, 0.11% active. AID 2520;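 active = activation more than six SD over the plate average, tested at 20 µM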;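 also: 0% = DMSO alone and 100% = apelin-13 at 10 nM; some results filed as inactive read as strong as hits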
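Test system: CHO-K1 APJ beta-arrestin complementation cell line | Compound: Single test compound dose, 20 µM final, 1% DMSO | Incubation: Compound 90 min 25 °C, reagent 1 h | Measured by: beta-gal luminescence | Read-out basis: APJ–arrestin association signal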
Active calls of the source: *; . = not tested or not shown.

SMILES | XBP1 UPR activ | 697 NFkB inh | APJ antagonist | tim23-1 inh | Mdm2-MdmX inh | Jurkat NFkB inh | CHOP UPR activ | APJ agonist
CN(CC(=O)NC(=O)NCc1ccccc1)Cc1ccc(Cl)c(Cl)c1 | -1 | 17 | -3 | 35 | -2 | -1 | -1.6 | -2
CCOC(=O)/C=C1\Nc2ccccc2OC1=O | -2 | 17 | -9 | -4 | 26 | 10 | -1.5 | 2
Cc1ccc(NC(=O)c2c(C(F)(F)F)nn(C)c2SCc2ccc(Cl)cc2)cc1C | 1 | 3 | -5 | 27 | 13 | -10 | 2.3 | -1
O=c1oc(-c2ccc(Cl)c(Cl)c2)nn1-c1ccc(C(F)(F)F)cn1 | -5 | -6 | 23 | -9 | 15 | -4 | -0.3 | -2
Cc1cccc(NC(=O)CCCC(=O)OC(C)C(=O)c2ccccc2)c1 (stereo not drawn) | 2 | 3 | 16 | 13 | 20 | 6 | -0.7 | -2
Cc1nn(-c2ccccc2)c2sc(C(=O)n3cccn3)cc12 | 0 | -7 | -3 | -9 | -1 | -3 | 0.2 | 0
CCOC(=O)CCSc1nc(C)c2cc(OC)ccc2n1 | 2 | 5 | -2 | 14 | 4 | -93 | 5.4 | -4
Cc1nc2ccccc2n1CCOc1ccccc1 | -1 | -10 | -12 | 11 | -35 | 1 | -1.5 | 1
O=C(Nc1cccnc1Cl)c1cc(-c2ccc(F)cc2)on1 | 12 | 21 | 13 | -4 | 13 | -17 | 14 | 3
C[C@H](CCC(=O)O)[C@H]1CC[C@H]2[C@@H]3CC[C@@H]4C[C@H](O)CC[C@]4(C)[C@H]3C[C@H](O)[C@]12C | 5 | 4 | -26 | -4 | -10 | -6 | 0.9 | -3
COc1ccc(CCN(C)C(=O)C(CCSC)NC(=O)c2ccco2)cc1OC (stereo not drawn) | 0 | -11 | 14 | 3 | -16 | -2 | -2.3 | -2
CCOc1ccc(Nc2nc(N(C)c3ccccc3)nc(N)c2[N+](=O)[O-])cc1 | 5 | -18 | 4 | -9 | 20 | 1 | 1.3 | -1
CC(C)COC(=O)COc1cc(Cl)c(Cl)cc1Cl | -1 | 17 | -4 | 1 | 5 | -4 | 0.9 | -3
Cc1c(NC(=O)/C(C#N)=C/C2CC=CCC2)c(=O)n(-c2ccccc2)n1C (stereo not drawn) | 2 | 4 | -25 | 24 | -7 | -1 | -1.8 | -1
CCCOc1ccc(S(=O)(=O)n2cc(F)c(=O)[nH]c2=O)cc1 | -2 | 3 | -16 | 18 | 19 | -16 | 9.8 | -1
O=C(COC(=O)c1cccc([N+](=O)[O-])c1)Nc1ncc(Br)s1 | 3 | -2 | 5 | 18 | 23 | -1 | 0.4 | -2
Cc1ccc(NS(=O)(=O)c2cc(C(=O)NCCSC3CCCCC3)ccc2C)cc1 | 7 | 1 | 13 | 28 | 14 | 6 | -1.2 | -3
CC12COC3(C(=O)NCCc4ccccc4)CC1CCC32C (stereo not drawn) | 2 | -17 | -1 | 17 | -14 | -40 | 4.4 | -4
Cc1ccc(C(=O)Nc2cccc(NC(=O)CN3CCCCC3)c2)cc1 | 1 | -58 | 14 | 10 | 4 | -7 | -0.9 | -1
c1ccc(SCc2nc3ccccc3[nH]2)nc1 | 2 | -24 | 21 | 4 | 8 | -29 | 2.6 | -2
Cc1ccc(SCc2nc(-c3ccncc3)no2)cc1 | -2 | -23 | 12 | 16 | -7 | -12 | 4.1 | -1
CCN(Cc1ccccc1)S(=O)(=O)c1ccccc1Br | 4 | 18 | . | 38 | 6 | . | 2.5 | .
CCc1ccccc1NC(=O)CNC(=O)c1cc(C2CC2)nc2c1cnn2C(C)C | -2 | 18 | -4 | 30 | 4 | 3 | 0.7 | -1
CCCCCCNC(=O)c1c(O)c2cccc3c2n(c1=O)CCC3 | -1 | 21 | 2 | -28 | -15 | 0 | -2.4 | -2
CCOC(=O)c1cc(-c2csc(Nc3ccccc3Cl)n2)on1 | -4 | -7 | 16 | 14 | 5 | -8 | 1.7 | -3
Cc1ccc(NC(=O)CN(C)S(=O)(=O)c2cnc[nH]2)c(C)c1 | 1 | 6 | 10 | 0 | 24 | 12 | 1.5 | 4
Cc1ccccc1-c1nc2c(s1)CCc1onc(-c3ccc(Cl)cc3)c1-2 | -1 | 3 | -68 | 8 | -30 | 3 | 0.6 | -1
CC(Sc1n[nH]c(-c2ccccc2F)n1)C(=O)Nc1ccc(S(N)(=O)=O)cc1 (stereo not drawn) | -3 | -5 | 5 | 7 | 9 | 10 | -0.9 | -4
C=CCNC(=O)CN1CCC(NC(=O)c2ccco2)CC1 | 1 | 0 | -12 | 7 | 0 | -1 | -1.1 | -2
Cc1ccc2c(c1)C(c1ccccc1)N(C(=O)c1ccc(Br)o1)CC(=O)N2 (stereo not drawn) | -3 | 4 | 0 | 32 | 13 | 2 | 4.1 | 3
COc1ccc(-[n+]2c(C)cc(/C=C3\Sc4ccccc4N3C)cc2C)cc1 | 2 | 100* | 21 | 82* | 83* | 86* | 29 | -8
Cc1c(NC(=O)c2ccccc2NS(=O)(=O)c2ccc(Br)cc2)c(=O)n(-c2ccccc2)n1C | 0 | 14 | -14 | 20 | 15 | 3 | 0.9 | -5
CCn1c(SCC(N)=O)nnc1-c1ccc(OC)c(OC)c1 | 0 | 23 | 5 | -7 | -9 | 4 | 1.0 | -4
Oc1c(Br)cc(Br)cc1CNc1nccs1 | 1 | 2 | 2 | 31 | -2 | 1 | 0.4 | -1
S=c1[nH]ncn1NCc1ccc(Cl)cc1Cl | -1 | 29 | 4 | 5 | 18 | 14 | 1.4 | 1
O=c1c2ccccc2cnn1Cc1cccc(Br)c1 | -2 | 3 | 19 | -11 | 3 | -16 | 1.0 | -2
COc1ccc(C2CC(c3ccccc3OC(C)=O)=NN2C(=O)/C=C/c2ccccc2)cc1OC (stereo not drawn) | 2 | 0 | 3 | 28 | 41 | 12 | 0.1 | -3
CCOc1cc(/C=N/NC(=O)c2cc(-c3cccc(OC)c3)nc3ccccc23)ccc1O | -1 | -19 | -28 | 9 | -8 | -14 | 6.7 | 5
Nc1sc(-c2ccccc2)n[n+]1Cc1cccc2cccnc12 | 2 | -8 | 11 | 36 | 33 | -2 | 1.5 | -3
COc1ccc(CCNC(=O)c2ccc3c(SCC(=O)O)c4c(nc3c2)CCCC4)cc1OC | -2 | 7 | 9 | 7 | 20 | -2 | 2.1 | -2

The last three compounds of the section above come first, to join the parts.
SMILES | XBP1 UPR activ | 697 NFkB inh | APJ antagonist | tim23-1 inh | Mdm2-MdmX inh | Jurkat NFkB inh | CHOP UPR activ | APJ agonist
CCOc1cc(/C=N/NC(=O)c2cc(-c3cccc(OC)c3)nc3ccccc23)ccc1O | -1 | -19 | -28 | 9 | -8 | -14 | 6.7 | 5
Nc1sc(-c2ccccc2)n[n+]1Cc1cccc2cccnc12 | 2 | -8 | 11 | 36 | 33 | -2 | 1.5 | -3
COc1ccc(CCNC(=O)c2ccc3c(SCC(=O)O)c4c(nc3c2)CCCC4)cc1OC | -2 | 7 | 9 | 7 | 20 | -2 | 2.1 | -2
CCCSc1cc(NCCOC(C)=O)c([N+](=O)[O-])c2nonc12 | -2 | 16 | 22 | -19 | -5 | 3 | -2.0 | -4
O=C(NCCc1c[nH]c2ccccc12)C(=O)NCC(c1cccnc1)N1CCN(c2ccccc2)CC1 (stereo not drawn) | -2 | -38 | -11 | -5 | 26 | 13 | 1.4 | -1
CC(O)CNc1ncnc2cc(-c3ccc(F)cc3)sc12 (stereo not drawn) | 5 | -34 | 6 | 42 | 9 | -33 | 7.5 | -2
Cc1[nH]c2ccccc2c1/C=N/NC(=O)C1CC1(c1ccccc1)c1ccccc1 (stereo not drawn) | 5 | -8 | -14 | 13 | 65* | -3 | 2.3 | -1
Cc1nn(Cc2nnc(SCC(=O)Nc3ccc(Cl)cc3)n2C)c(C)c1[N+](=O)[O-] | 1 | 18 | 26 | -2 | -31 | 8 | 0.3 | -3
O=C(NCc1ccc2c(c1)OCO2)C1CC(=O)N(C2CCCC2)C1 (stereo not drawn) | -3 | -5 | 6 | 6 | -1 | 4 | -0.5 | -3
CC1CCCN(CCCNC(=O)c2ccc3c(c2)N(Cc2ccccc2F)C(=O)c2ccccc2S3(=O)=O)C1 (stereo not drawn) | -1 | -11 | 12 | -9 | 64* | -10 | -0.3 | -3
C#CCONC(=O)c1cc(OCC(F)(F)F)ccc1OCC(F)(F)F | -1 | 18 | 1 | 7 | 0 | 7 | -0.7 | -3
O=C(NC1CCCCC1)c1ccc(-c2ccccc2[N+](=O)[O-])o1 | 3 | -175 | -65 | 48 | -183 | -152 | 7.5 | 5
Cc1cc(C(=O)COc2cc(F)ccc2[N+](=O)[O-])c(C)n1CC1CCCO1 (stereo not drawn) | -7 | -4 | -4 | 24 | 9 | 17 | -2.9 | -1
Cc1ccc(OCC(=O)N(Cc2cccc(Cl)c2)C2CCS(=O)(=O)C2)cc1C (stereo not drawn) | -3 | -27 | 9 | 32 | -2 | -1 | -0.8 | 0
Cc1c(Br)c([N+](=O)[O-])nn1CC(=O)N1CCc2ccccc2C1 | 2 | -4 | 1 | 12 | -12 | 8 | 0.6 | -3
COc1cc([N+](=O)[O-])ccc1NC(=O)CN1CCCC1 | -3 | 20 | 2 | 10 | -4 | -15 | 1.8 | 6
CCN(CC(=O)NCc1ccc(Cl)cc1)C(=O)c1ccc(C#N)cc1 | 5 | -23 | 7 | 21 | 9 | -10 | 0.5 | -2
CCOP(=O)(OCC)C(C)(C)NC(=O)c1cc([N+](=O)[O-])cc([N+](=O)[O-])c1 | -1 | 19 | -7 | 4 | 11 | -6 | -1.4 | 0
CCc1cc(-c2n[nH]c(C)c2-c2nc(C)cs2)c(O)cc1OC | -2 | 0 | 5 | 19 | -7 | 5 | -2.8 | -3

Sorted by number of heavy atoms (smallest number first): 3 of the compounds above
SMILES | XBP1 UPR activ | 697 NFkB inh | APJ antagonist | tim23-1 inh | Mdm2-MdmX inh | Jurkat NFkB inh | CHOP UPR activ | APJ agonist
O=C(NC1CCCCC1)c1ccc(-c2ccccc2[N+](=O)[O-])o1 | 3 | -175 | -65 | 48 | -183 | -152 | 7.5 | 5
CCOP(=O)(OCC)C(C)(C)NC(=O)c1cc([N+](=O)[O-])cc([N+](=O)[O-])c1 | -1 | 19 | -7 | 4 | 11 | -6 | -1.4 | 0
O=C(NCCc1c[nH]c2ccccc12)C(=O)NCC(c1cccnc1)N1CCN(c2ccccc2)CC1 (stereo not drawn) | -2 | -38 | -11 | -5 | 26 | 13 | 1.4 | -1
